Bioassay records from PubChem.
ELG1 DNA repair: blocks ELG1-dependent DNA repair in HEK293T cells. Potency, µM (series often up to 46.1 µM), for the others: top-dose activity change, negative = inhibition, most hits filed as inhibitors. HEK293T ELG1-luciferase reporter, luminescence, 16 h; DNA damage induced by 5-fluorouridine. 2.3% of 330,000 active; note: potency is the fitted concentration of half-maximal effect; % is set by controls: 0 for no effect and ±100 for the full control effect; nearly all actives have a fitted effect of over 55% in size
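In this reporter screen, reduction of luminescence relative to DMSO vehicle indicated activity. Compounds and 5-fluorouridine were added together to 2,000 cells per well, incubated for 16 hr at 37 °C, then developed with ONE-Glo.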
CXXC DNA block: inhibitors of human MLL CXXC domain-DNA interaction; Potency, µM (series often up to 115 µM), for inactives: at the highest dose activity change, negative = inhibition, actives largely listed as inhibitors; MLL-CXXC / FITC-HOXA9 DNA fluorescence polarization; 0.037% of 290,000 active; AID 2662; Q03164; active = well fitted inhibition curve with a large enough effect in the polarisation, with a control signal flat, not every such curve was filed as active; inconclusive = small, poorly fitted or top-dose-only effect, or effect the other way, or a change in a side signal; inactive = no such curve, though single readings can be large or run the other way; the % refers to the polarisation; note: potency is the fitted concentration of half-maximal effect
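Purified MLL-CXXC (added from a 7 uM solution) was preincubated 5 min at ambient with pinned compounds in 50 mM Tris-HCl pH 7.5, 50 mM NaCl, 1 mM DTT, 0.05% BSA. Fluorescein-labeled HOX-A9 DNA (50 nM solution) followed, 30 min, then polarization read.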
p53 reactivation: mutant p53 re-activation in reporter cells; Potency, µM (highest dose often 92.2 µM), for inactives: top-dose activity change, positive = activation, usual class: activators; 0.063% of 320,000 active; H1299 p53-A138V BP100-luciferase reporter, luminescence, 24 h; note: potency is the fitted concentration of half-maximal effect; % of control where 0% means no effect; nearly all actives have a fitted effect of over 45% in size
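p53-null H1299 cells stably carrying temperature-sensitive p53-A138V and a BP100-luciferase reporter were pinned with compounds (4-point, 1:5 series) and held 24 hrs at 37 deg C. Luminescence was read 10 min after detection reagent.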
TRPV1 agonist: agonists of human vanilloid receptor 1 (TRPV1); Q8NER1; TRPV1-expressing cells, Fluo-8 calcium influx, agonist mode; activation, % at 8.33 µM; 0.19% of 320,000 active; AID 540275; in the data active = activation above about 80%; inconclusive = between about 30% and that limit; note: 0% is about no effect
Target sequence (Q8NER1 whole entry, looked up): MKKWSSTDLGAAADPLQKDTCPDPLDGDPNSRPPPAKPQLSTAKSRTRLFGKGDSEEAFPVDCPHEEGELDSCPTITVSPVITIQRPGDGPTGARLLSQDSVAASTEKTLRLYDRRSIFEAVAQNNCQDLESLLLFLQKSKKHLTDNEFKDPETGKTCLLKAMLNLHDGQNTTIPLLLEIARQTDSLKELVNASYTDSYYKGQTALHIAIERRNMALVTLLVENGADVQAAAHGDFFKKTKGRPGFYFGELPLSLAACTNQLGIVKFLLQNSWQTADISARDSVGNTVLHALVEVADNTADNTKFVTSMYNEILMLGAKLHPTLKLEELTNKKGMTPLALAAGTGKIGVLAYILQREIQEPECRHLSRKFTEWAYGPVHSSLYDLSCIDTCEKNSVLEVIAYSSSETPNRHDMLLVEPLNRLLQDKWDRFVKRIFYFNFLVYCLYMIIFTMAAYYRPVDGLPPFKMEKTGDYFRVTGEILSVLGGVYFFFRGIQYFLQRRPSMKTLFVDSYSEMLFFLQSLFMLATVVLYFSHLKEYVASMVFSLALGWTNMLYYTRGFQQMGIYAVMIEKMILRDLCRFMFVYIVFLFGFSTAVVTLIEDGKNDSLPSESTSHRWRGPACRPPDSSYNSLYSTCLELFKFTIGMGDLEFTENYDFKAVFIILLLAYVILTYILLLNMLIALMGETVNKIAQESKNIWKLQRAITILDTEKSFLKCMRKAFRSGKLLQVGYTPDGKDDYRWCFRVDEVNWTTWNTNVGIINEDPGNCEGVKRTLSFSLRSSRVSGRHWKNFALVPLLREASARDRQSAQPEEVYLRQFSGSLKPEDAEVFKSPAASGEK
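TRPV1-expressing cells were cultured overnight at 35.5C and loaded with Fluo-8 calcium dye for 40 to 90 min at room temperature. After a 10 s baseline, compound was added and calcium influx was read kinetically for 3 min (ex 480/em 520 nm).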
TCR activator: activators of T cell receptors; Potency, µM (highest dose often 9.22 µM), for inactives: at the highest dose activation of IL-2 secretion, actives largely listed as activators; 330,000 tested, under 10 active; AID 504894; primary human leukocytes, anti-CD3, IL-2 HTRF, 48 h; note: % of control where 0% means no effect
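Primary human leukocytes were stimulated with a-CD3 beads plus compounds for 48 hr without co-stimulation; secreted IL-2 was quantified by HTRF using a-IL-2-K (europium cryptate) and a-IL-2-d2, excited at 320nm with acceptor emission read at 665nm.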
Integrin act MD: integrin-mediated muscular dystrophy alleviation activation; 0.064% of 350,000 active; Potency, µM (highest dose often 38.3 µM), for the others: top-dose activation, usual class: activators; alpha7betagal myoblasts, beta-gal FDG fluorescence, 48 h; AID 624291;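 note: potency is the fitted concentration of half-maximal effect; 100% = response of the positive control SU9516; nearly all actives have a fitted effect of over 60% in size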
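Alpha7betagal+/- myoblasts (passage 13) were plated 16-24 hr, then exposed to compounds (1:260 dilution of DMSO stock) for 48 hours at 37C. After MPER lysis, β-galactosidase reporter activity was read as FDG fluorescence (ex 480/em 540) after 30 minutes.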
AT treatment: candidate therapy for ataxia-telangiectasia; AID 485349; Potency, µM (doses to about 57.5 µM), for inactives: top-dose activation, usual class: activators; 0.19% of 320,000 active; […] A-T fibroblasts, KAP-1 phosphorylation AlphaLISA; neocarzinostatin DNA damage 30 min before lysis; note: potency is the fitted concentration of half-maximal effect; % of control where 0% means no effect; nearly all actives have a fitted effect of over 45% in size
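ATM-like activity read as KAP-1 phosphorylation via AlphaLISA donor/acceptor antibody pairs after lysis and 6 hr at 25C. Cells were ATM-null patient fibroblasts ([…], hTERT), dosed 60 min, then exposed to the DSB inducer NCS for 30 min.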
BRCA1 expr act: increases BRCA1 expression. MCF7-BRCA1-FFLuc reporter, luminescence, 48 h; response scale: scaled: vehicle 0%, 10 µM genistein 100%. Potency, µM (highest dose often 46.1 µM), inactives show at the top dose activation, most hits filed as activators. 1.1% of 380,000 active. AID 624202; note: potency is the fitted concentration of half-maximal effect; nearly all actives have a fitted effect of over 80% in size; some results filed as inactive show a strong effect at the top dose
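MCF7-BRCA1-FFLuc, 2000 cells/well; 2 h attach, 37 °C/5% CO2; compound 48 h; luciferase substrate 15 min; luminescence end-point. Norm. to genistein 10 microM max activation and DMSO; concentration-response curves fitted.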
TSG101-PTAP inh: blocks PTAP/TSG101 interaction to inhibit HIV-1 budding. Q99816. Fluorescence polarization, FITC-PTAP peptide / Tsg101 binding. Potency, µM (doses to about 115 µM), inactives show at the top dose activity change, negative = inhibition, usual class: inhibitors. 340,000 tested, under 10 active. AID 493005; active = well fitted inhibition curve with a large enough effect in the main read-out, with a control signal flat, not every such curve was filed as active; inconclusive = small, poorly fitted or top-dose-only effect, or effect the other way, or a change in a side signal; inactive = no such curve, though single readings can be large or run the other way; note: potency is the fitted concentration of half-maximal effect; % of control where 0% means no effect
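Compounds were pin-transferred onto Tsg101 binding domain (10 uM final) in HEPES pH 7.5 buffer, then FITC-PTAP peptide was added at 50 nM final. After 20 min at RT, polarization reported peptide displacement across a qHTS concentration series.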
B2AR arrestin: recruits beta-arrestin to the human beta2-adrenergic receptor; 0.02% of 330,000 active; AID 492947; beta-arrestin recruitment to beta2AR, cell-based reporter; Potency, µM (top dose mostly 46.1 µM), for the others: at the top dose activation, actives largely listed as activators;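 note: potency is the fitted concentration of half-maximal effect; 0% = DMSO controls and full agonism = EC100 isoproterenol or metaproterenol; nearly all actives have a fitted effect of over 65% in size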
An asterisk follows results filed as active; ? = inconclusive; . = no result given; [ ] = dose if it differs, or a comment. Unless noted, calls come from the whole dose curve; as a rule, active = well fitted curve in the direction sought with a large enough effect; inconclusive = small, poorly fitted or top-dose-only effect, or another doubt; inactive = no such curve, though single readings can be large; an effect the other way counts as inactive or inconclusive. Outcome played no part in choosing rows (roughly 3.8% active in at least one column).

structure	ELG1 DNA repair	CXXC DNA block	p53 reactivation	TRPV1 agonist	TCR activator	Integrin act MD	AT treatment	BRCA1 expr act	TSG101-PTAP inh	B2AR arrestin
COc1ccc(-c2csc(NC(=O)COC(=O)C3=COCCO3)n2)cc1	?	5.7%	12.6%	-2.6	-3.9%	6.8%	0.1%	5.01µM*	0.5%	-1.0%
COC(CN(C)S(=O)(=O)c1cc2c3c(c1)CCN3C(=O)CC2)OC	3.9%	-0.6%	-4.9%	-0.8	-2.1%	11.8%	3.7%	-5.6%	5.5%	0.2%
NS(=O)(=O)c1ccc(CCNS(=O)(=O)c2ccccc2)cc1	3.1%	7.9%	0.1%	-0.8	-6.7%	-9.7%	0.6%	-13.2%	-4.8%	-1.2%
Cc1cc(C)nc(-n2nc(C)cc2NC(=O)c2ccc(F)cc2F)n1	7.5%	-13.9%	0.4%	?	.	-13.8%	10.2%	4.0%	-5.7%	0.3%
O=C(NC1CCCc2ccccc21)C1CCCO1 (configuration not stated)	-1.9%	-0.1%	2.8%	0.9	4.7%	-10.0%	-0.1%	-2.9%	-7.1%	-0.1%
Cc1nc2c(C(=O)NCCc3ccccc3Cl)c[nH]n2c(=O)c1Cl	-1.5%	-2.2%	-0.6%	2.7	1.1%[46.1 µM]	18.5%	0.8%	4.2%	-3.2%	-0.1%
CCOc1cc(/C=C2\SC(=NC)N(C)C2=O)cc(Cl)c1OC(C)=O	-1.1%	10.2%	0.0%	24.4	5.3%	-10.4%	9.1%	-36.6%	0.8%	-0.2%
CN(C)c1cccc(C(=O)NNC(=O)CN2C(=O)C3CC=CCC3C2=O)c1 (configuration not stated)	?	.	44.7µM*	.	3.4%[46.1 µM]	-7.8%	-5.3%	92.3%	-0.3%	-0.3%
COc1cccc(-c2sc3ccc(OC)cc3c2C#CC(C)(C)O)c1	?	.	2.6%	12.5	1.7%	1.9%	?	-30.3%	0.2%	-0.1%
CC(C)C(NS(=O)(=O)c1ccccc1)C(=O)OCC(=O)NNC(=O)c1ccccc1 (configuration not stated)	2.4%	.	4.5%	-2.2	-3.4%	22.0%	3.1%	3.6%	0.3%	0.1%
O=C(CSc1nnc(NC(=O)c2ccc(S(=O)(=O)N3CCOCC3)cc2)s1)Nc1ccccc1C(F)(F)F	15.3%	-1.7%	-0.4%	-2.6	-1.6%[46.1 µM]	16.2%	2.8%	27.5%	-2.2%	-0.6%
Cc1cccc(N2Cc3ccccc3C2=NC(=O)c2ccc(Cl)nc2)c1	?	-0.8%	25.3%	3.7	2.1%[46.1 µM]	7.7%	-7.6%	19.6%	0.7%	-0.3%
Cc1c(-c2cccc(Cl)c2)nc2ccccc2c1C(=O)OC/C(O)=C(\C#N)c1nc2ccccc2[nH]1	?	?	10.0%	3.0	-0.8%	0.8%	-0.7%	-118.5%[inhibitor]	-1.8%	0.0%
COCC(=O)N(C)C[C@H]1N[C@@](C)(C(=O)OC)[C@H]2C(=O)N(Cc3ccccc3)C(=O)[C@@H]12	16.7%	.	5.7%	.	-3.7%	-21.4%	3.2%	3.6%	-0.1%	-1.0%
CC(C)N(Cc1nc(-c2ccccc2)no1)C(=O)CCCN1C(=O)c2ccccc2C1=O	-3.6%	-0.6%	-2.7%	8.3	2.2%	-10.3%	-3.7%	16.7%	-6.5%	0.4%
COc1ccc(C(=O)O)cc1S(=O)(=O)NC(C)C	?	-4.1%	3.9%	-2.9	0.7%	1.4%	20.3%	-0.9%	-2.4%	0.0%
CCn1ncc([N+](=O)[O-])c1C(=O)Nc1ccc(C(=O)N2CCCCC2)cc1	?	-3.0%	-0.7%	0.8	-2.6%[46.1 µM]	-7.3%	4.8%	-34.0%	-0.7%	0.0%
O=C1Nc2c(c(=O)[nH]c(=O)n2-c2ccc(F)cc2)C1(NS(=O)(=O)c1ccccc1)C(F)(F)F (configuration not stated)	36.3%	3.0%	11.5%	1.3	10.9%	-6.6%	71.2%	-3.6%	-6.4%	-0.1%
O=C(NCc1ccccn1)C(=O)NCC1OCCN1S(=O)(=O)c1ccc(Cl)cc1 (configuration not stated)	3.4%	18.6%	-7.0%	-0.9	.	24.9%	-0.9%	-5.9%	2.1%	0.2%
Cn1c(=O)c(=O)n(C)c2cc(S(=O)(=O)N3CCC(Cc4ccccc4)CC3)ccc21	3.1%	16.4%	-5.3%	0.2	-2.4%	-0.4%	-1.1%	2.5%	-2.7%	0.0%
Cc1cccc(CN2CCC(C(=O)Nc3cccc(-c4cccc(F)c4)c3)CC2)n1	?	-1.9%	-10.7%	16.1	3.4%	-42.0%	0.3%	-43.1%	-12.1%	-0.1%
O=C(c1c(F)cccc1F)N1CCCC1	14.6%	-8.9%	0.5%	1.1	6.2%	-7.2%	2.3%	-1.0%	-1.0%	-0.6%
O=S(=O)(c1ccc(-n2cnnn2)cc1)N1CCNCC1	-0.8%	-1.5%	5.6%	2.3	-2.9%	-11.7%	-1.1%	0.0%	2.0%	0.2%
Cc1ccc(CNC(=O)CCc2nnc3ccc(NCCCN4CCCC4=O)nn23)cc1	4.4%	5.6%	2.2%	0.4	1.5%	9.8%	16.4%	17.6%	0.5%	-0.1%
O=C(NC1CCCCC1)c1cccc2c1C(=O)c1ccc(N3CCC(Cc4ccccc4)CC3)cc1S2(=O)=O	8.8%	.	4.3%	.	9.8%	-8.8%	10.2%	0.0%	?	-0.3%
COc1cccc(NS(=O)(=O)c2ccc3c(c2)NC(=O)C(C)C(=O)N3)c1 (configuration not stated)	-0.7%	.	3.5%	-0.5	2.1%	-2.6%	0.1%	-13.4%	-4.1%	0.1%
O=C(Oc1ccc(C(=S)N2CCOCC2)cc1Br)c1ccccc1F	-8.5%	131.9%[activator]	-1.7%	20.5	7.7%[46.1 µM]	32.5%	4.1%	-2.5%	-1.2%	-0.3%
Cc1ccccc1Nc1nc(N)nc(CCl)n1	?	6.1%	-13.1%	-4.7	2.9%	-35.3%	-6.7%	-16.6%	-1.6%	0.2%
Cc1ccc(/C=N/NC(=O)c2ccc(Br)o2)s1	?	-10.9%	?	17.0	1.3%[46.1 µM]	-14.2%	-1.2%	84.9%	-0.5%	0.6%
Cc1[nH]c2ccccc2c1NC(=O)CN1CCN(C(=O)c2ccco2)CC1	6.7%	3.0%	-0.4%	8.2	3.5%	-10.9%	-5.8%	0.0%	1.5%	5.0%
CN(C)C(=S)c1ccc(N(C)C)cc1	-0.1%	8.7%	-1.2%	0.9	7.3%	-24.8%	-2.6%	-5.1%	-1.9%	0.2%
OCc1cn(-c2ccccc2)nc1-c1ccco1	?	-5.6%	5.8%	1.7	-8.5%	?	.	?	-5.2%	0.3%
O=C(COc1ccc(S(=O)(=O)N2CCCC2)cc1)NCCC1=CCCCC1	?	12.8%	-2.1%	-0.8	-6.4%	-25.3%	-3.9%	-6.7%	-10.2%	0.0%
COc1ccc(SCCc2nnc(-c3ccccc3)o2)cc1	5.9%	7.1%	-1.5%	?	-8.6%	-8.0%	5.4%	-2.5%	0.3%	-0.2%
Cc1ccc(S(=O)(=O)N2CCC(C(=O)N3CCC[C@H]3C(=O)NCc3ccccc3)CC2)cc1	-13.0%	2.6%	2.3%	-6.1	-3.2%	26.9%[7.66 µM]	-0.8%	-21.4%	-2.6%	-0.1%
COc1ccc(-c2nc3ncnn3cc2C)cc1F	1.7%	9.0%	-2.5%	-3.2	-1.4%	-3.4%	4.9%	-1.1%	-0.1%	0.2%
Cn1cc(CN2CCC(C(=O)Nc3cccc(-c4cscn4)c3)CC2)cn1	0.8%	-2.4%	6.4%	-4.6	-0.1%	?	11.7%	0.6%	-5.1%	-0.9%
O=C(Nc1nc2ccccc2n1Cc1ccccc1)c1ccco1	-10.6%	4.8%	-4.8%	13.9	-7.5%	-42.6%	4.8%	-65.7%	-3.1%	0.0%
CN(C)C(CNC(=O)c1ccc(S(=O)(=O)N(C)C)cc1)Cc1ccccc1 (configuration not stated)	4.5%	-6.6%	2.2%	2.1	-1.3%	-9.0%	10.5%	0.8%	-1.2%	-0.1%
